# Compound activity deposited in PubChem by several laboratories.
# RmlCD inh 1536: M. tuberculosis RmlC/RmlD coupled enzyme inhibitors, primary screen, biochemical, compound mixtures, 384-well, from 1536-well plates; dTDP-4-dehydrorhamnose reductase (Mycobacterium tuberculosis (strain ATCC 25618 / H37Rv)) …; RmlC+RmlD coupled enzyme assay, percent inhibition; primary screen in compound mixtures; inhibition, % at 3.6 µM; 160,000 compounds, 0.03% hits; AID 1533, 2009; in the data active = inhibition mostly above about 34%, no sharp cut-off; also: some results filed as inactive read as strong as hits
# Target sequence (P9WH09 whole entry, looked up): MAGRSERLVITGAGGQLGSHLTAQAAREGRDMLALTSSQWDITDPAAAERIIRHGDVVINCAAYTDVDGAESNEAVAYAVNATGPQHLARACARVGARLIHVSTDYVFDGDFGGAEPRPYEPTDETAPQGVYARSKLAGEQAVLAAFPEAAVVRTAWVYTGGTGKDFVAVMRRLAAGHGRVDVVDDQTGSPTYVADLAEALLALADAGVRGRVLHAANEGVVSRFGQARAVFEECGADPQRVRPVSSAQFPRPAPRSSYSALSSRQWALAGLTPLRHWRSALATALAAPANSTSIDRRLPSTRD
# Target sequence (P9WH11 whole entry, looked up): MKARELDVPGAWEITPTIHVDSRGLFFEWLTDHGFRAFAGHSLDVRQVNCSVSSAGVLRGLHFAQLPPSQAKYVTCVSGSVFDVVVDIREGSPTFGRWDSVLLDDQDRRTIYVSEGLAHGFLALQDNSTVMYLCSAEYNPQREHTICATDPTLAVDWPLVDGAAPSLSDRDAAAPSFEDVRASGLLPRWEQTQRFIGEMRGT
# GlmU inhibition: inhibition of mycobacterial GlmU enzyme – biochemical, glucosamine-1-phosphate acetyltransferase (AID 1376) | Bifunctional protein GlmU (Mycobacterium tuberculosis (strain ATCC 25618 / H37Rv)) | M. tuberculosis GlmU acetyltransferase enzyme assay; higher % means a stronger effect | one-dose inhibition, %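 (tested at 30 µM in the primary screen)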; IC50 in µM for titrated hits | 220,000 compounds, 0.25% hits; in the data active = inhibition above about 13%;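 also: 0% = complete reaction with vehicle and 100% = reaction without substrate; strong numbers were not always called active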
# * marks the source's active call; other numbers are inactive results; · = no result given; & = joins results of further samples.
molecule,RmlCD inh 1536,GlmU inhibition
Cc1ccc(O)c(CNc2ccccn2)c1,7.5,0.0%
CN(Cc1ccccc1)C(=O)CCCn1c(=O)[nH]c2cc(Cl)ccc2c1=O,5.1,-0.6%
CCN1CCN(c2cc(C)c3cc(NC(=S)NCc4cccs4)ccc3n2)CC1,12.3,-5.4%
Cc1ccc(NC(=O)CSc2nnc(C)c(=O)[nH]2)cc1C,-33.3,1.9%
COc1ccc2c(c1)CC/C(=C\c1ccc(C)o1)C2=O,-6.1,2.2%
COP(=O)(OC)C(NS(=O)(=O)c1ccccc1)C(Cl)(Cl)Cl (stereo unspecified),-9.8,7.8%
CC(C)(C)c1ccc(S(=O)(=O)N2CCC(CO)(CC3CCCCO3)CC2)cc1 (stereo unspecified),-8.8,-0.4%
N/C(Cc1ccc([N+](=O)[O-])cc1)=N\OC(=O)CC1CCCCC1,·,-5.9%
Cc1ccc(S(=O)(=O)N2CCN(CC(=O)Nc3ccc(N4CCOCC4)cc3)CC2)cc1C,-8.6,0.6%
COc1ccc(-n2c(C)nc3c(cnn3-c3ccc(Cl)cc3)c2=O)cc1,-2.6,6.3%
O=C(NCc1ccccc1)C(=O)NCC1COc2ccccc2O1 (stereo unspecified),·,-1.0%
COc1ccccc1Nc1nc(N)nc(CN2CCN(Cc3ccccc3)CC2)n1,1.9,-0.1%
CCn1cc(C(=O)N(CCC(C)C)c2c(N)n(Cc3ccccc3)c(=O)[nH]c2=O)c(=O)c2ccc(C)nc21,-8.8,7.8%
O=C(Nc1ccccc1C(F)(F)F)c1cc(-c2ccc(O)cc2)on1,·,3.6%
O=c1c2cc([N+](=O)[O-])ccc2nc(CN2CCN(c3ccccn3)CC2)n1-c1ccccc1F,47.7,9.4%
CCOC(=O)N1CCN(C(=O)CSc2ccc(-c3ccc(OC)c(OC)c3)nn2)CC1,·,6.5%
CCn1c(CNc2ccccc2Cl)nnc1SCCN1CCCCC1,-7.9,1.6%
CCOc1ccccc1C(=O)NCC(=O)O,-7.0,-2.5%&-2.1%
c1ccc(-c2cc(-c3nnc4n3N=C(c3ccc5ccccc5c3)CS4)[nH]n2)cc1,1.8,-3.5%
Cc1ccc(S(=O)(=O)N2CCN(c3ncnc4c3cnn4-c3ccccc3)CC2)cc1,·,-2.6%
O=C(O)Cn1cc(C(=O)c2ccco2)c2ccccc21,8.4,-4.2%
Cc1c(NC2=CC(=O)CC(C)(C)C2)c(=O)n(-c2ccccc2)n1C,-13.8,1.3%
CCOC(=O)c1cnn(-c2ccccc2)c1-n1cccc1,·,0.9%
COc1cccc(CNCCSc2nnnn2C)c1OC,-3.5,-5.1%
Cc1cc(C)n2nc(C(=O)OCC(=O)c3cc(C)n(CC4CCCO4)c3C)nc2n1 (stereo unspecified),-5.1,1.0%
COc1ccc(N(CC(=O)Nc2ccc(S(=O)(=O)N3CCOCC3)cc2)S(=O)(=O)c2ccccc2)cc1,8.1,-0.3%
CCCCCC1CCC(c2n[nH]c(=S)n2C)CC1 (stereo unspecified),-5.5,1.8%
CCCCC(=O)Nc1ccc2c(c1)nc1n2CCOC1,·,1.9%
CCOC(=O)C1CCN(CC(=O)N(CC(C)C)c2c(N)n(CC(C)C)c(=O)[nH]c2=O)CC1,10.1,-3.7%
CCC(CC)C(=O)N1CCCC(c2nc(-c3cccs3)no2)C1 (stereo unspecified),15.6,-0.9%
O=C(CS(=O)(=O)c1cn(Cc2cccc(F)c2)c2ccccc12)N1CCOCC1,-5.0,3.5%
CCOC(=O)N1CCN(C(=O)c2cccn3c(=O)c4c5c(sc4nc23)CCCC5)CC1,11.3,-1.4%
C=CCn1c(-c2ccc(F)cc2)n[nH]c1=S,-13.7,-1.4%
O=C(Cc1nnc(NC(=O)Nc2ccc(F)cc2)s1)Nc1ccccc1,30.8,-0.6%
Cc1cccc(N2C(=O)C(CC(=O)Nc3cccc(F)c3)N(CCc3ccncc3)C2=O)c1 (stereo unspecified),-11.4,1.1%
Cc1cccc(-n2nnc(C(=O)NCc3ccco3)c2N)c1,·,8.4%
COc1ccc2cc(C(c3nnnn3CCc3ccccc3)N3CCC(O)CC3)c(=O)[nH]c2c1 (stereo unspecified),64.2,1.6%
Cc1c(C(=O)/C=C/N(C)C)nnn1-c1ccc(F)c(Cl)c1,-4.2,3.0%
O=[N+]([O-])c1cccc(-c2cc3cccc[n+]3cc2-c2cccc([N+](=O)[O-])c2)c1,10.2,-0.7%
O=C(CSc1nc2ccccc2c(=O)[nH]1)c1cccs1,31.9,-2.8%
Cc1cccc2cc(C(c3nnnn3Cc3ccc4c(c3)OCO4)N3CCCC3)c(=O)[nH]c12 (stereo unspecified),·,-0.6%
O=C(Nc1ccc2c(c1)OCO2)N1CCN(Cc2ccco2)CC1,·,-1.9%
O=C(COC(=O)CCC1CCCC1)Nc1nc2c(F)c(F)c(F)cc2s1,3.6,-5.0%
Cc1nc2ccccc2n1S(=O)(=O)c1ccc(Br)cc1,11.6,4.0%
COc1ccccc1/C=C1\SC(=S)N(Nc2nc(C)cc(C)n2)C1=O,·,-2.1%
CCOC(=O)c1c[nH]n(-c2ccccc2)c1=O,·,0.1%
O=C1CCC(=O)N1CNc1ccccn1,-5.9,-3.3%
Cn1cc(CN2CCC(CO)(CCCc3ccccc3)CC2)c(-c2ccccc2)n1,-8.8,4.7%
CCOC(=O)C1CCN(C(c2cc(OC)c(OC)c(OC)c2)c2sc3nc(C)nn3c2O)CC1 (stereo unspecified),·,-1.7%
CC1(C)NC(=O)N(CCOCCOc2c(Cl)cc(Cl)cc2Cl)C1=O,·,2.5%
CC(=O)OCCn1c(=O)c2cc3c(=O)n(CCOC(C)=O)c(=O)c3cc2c1=O,-8.6,-0.2%
CCOc1ccccc1Nc1nnc(SCC(=O)Nc2cccc(S(=O)(=O)NC3=NCCCCC3)c2)s1,0.8,2.8%
O=C(NCc1ccccc1)c1c[nH]c2ccc(S(=O)(=O)Nc3ccc4c(c3)OCCO4)cc2c1=O,10.2,0.1%
CCOC(=O)c1c(-c2ccc(F)cc2)csc1NC(=O)C1CC=CCC1C(=O)O (stereo unspecified),-2.1,-2.8%
O=C1c2ccccc2C(=O)N1CC(O)COCc1ccccc1 (stereo unspecified),·,-2.5%
O=C(Nc1ccccc1)c1ccc(Br)c(S(=O)(=O)Nc2cccnc2)c1,4.0,-3.1%
CCOC(=O)COc1ccc2c(C#N)c3ccccn3c2c1,1.2,-6.0%
CC(C)c1nc(N2CCN(C(=O)c3ccccc3)CC2)c(C#N)c2c1COC(C)(C)C2,1.8,1.7%
NS(=O)(=O)c1ccc(NC(=S)Nc2ccn(Cc3cccc4ccccc34)n2)cc1,-4.5,-0.2%
CCN(CC)CCN1C(=O)c2oc3ccccc3c(=O)c2C1c1ccc(F)cc1 (stereo unspecified),·,-1.1%

# Continued:
molecule,RmlCD inh 1536,GlmU inhibition
C=CCN1C(=O)/C(=C\c2ccco2)C(C(=O)OC)=C1C,3.9,-4.4%
Cc1cccc(OCC(=O)NNC(=O)c2cccs2)c1,-7.3,4.0%
CCOc1ccc(NC(=O)Nc2cc(OCC(F)(F)F)cc(OCC(F)(F)F)c2)cc1,-4.3,-5.7%
COc1cc(/C=C/C(=O)OCC(=O)Nc2ccc(C)cc2[N+](=O)[O-])ccc1O,11.6,2.9%
CCOC(=O)CC(NC(=O)c1cccc2c1C(=O)N(Cc1cccnc1)C2)c1ccc(OC(C)C)cc1 (stereo unspecified),7.1,2.7%
O=C(Cc1ccc(Cl)cc1)N/N=C/c1ccccc1,-8.8,1.1%
FC(F)(F)c1cccc(Cc2noc(CN3CCCC3)n2)c1,-3.6,-6.2%
CCOc1cccc(SCc2noc(C(=O)NC(C)C)c2C(=O)O)c1,·,0.6%
Cc1occc1C(=O)Nc1ccc2c(c1)OCCO2,14.8,0.0%
O=C(CN(Cc1ccco1)C(=O)c1nsc(Cl)c1Cl)NC1CCCCC1,8.3,-2.3%
CC(C)COC(=O)C1C(=O)CC(C)(O)C(C(=O)OCC(C)C)C1c1cccnc1 (stereo unspecified),-1.1,7.1%
COc1cc(OC)c(NC(=O)CCNS(=O)(=O)c2cc(Br)cnc2N)cc1Cl,-6.6,-2.1%
CC(Sc1cccc[n+]1[O-])C(=O)Nc1ccc([N+](=O)[O-])cc1Cl (stereo unspecified),·,-3.1%
O=C(NCCOc1ccccc1)C(c1ccccc1)c1ccccc1,-2.8,·
O=C1N=C(N2CCN(c3ccccc3)CC2)S/C1=C/c1cccs1,6.8,1.8%

# The list goes on:
compound	RmlCD inh 1536	GlmU inhibition
CC(Oc1cc(Cl)ccc1Cl)C(=O)N/N=C\c1ccnn1C (stereo unspecified)	·	1.9%
O=C(Nc1ccc2c(c1)OCO2)c1ccc(=O)[nH]n1	·	4.5%
NCCc1nnc(SCc2c(Cl)cccc2Cl)o1	·	2.3%
CC1=NN(Cc2c[nH]c3ccccc23)C(C)(C)C1	-4.5	-2.0%
Cc1ccc(OCC(=O)N2CCCC(CCC(=O)N(C)CCc3ccccn3)C2)cc1 (stereo unspecified)	-6.6	3.9%
C=C(C)CNC(=S)N/N=C/c1ccc(N2CCOCC2)cc1	-8.8	0.3%
Brc1ccc2ncc(Br)cc2c1	·	3.5%
Cc1cccnc1NC(=O)C1CCN(S(=O)(=O)c2ccc3c(c2)CCC(=O)N3)CC1	7.2	6.0%
Nc1ncnc2nc(SCc3ccccc3)[nH]c12	·	3.3%
CCCCc1ccc(NC(=O)COc2ccc(C(=O)Nc3ccccc3C)cc2)cc1	27.7	-2.2%
CCOP(=O)(OCC)c1cc(CC)ccc1O	30.6	0.2%
CCN1C(C)=C(C)S/C1=C1\SC(=S)N(C2CCCCC2)C1=O	4.9	6.4%
Cc1cccc(/C=C2/SC(=O)N(Cc3ccccc3Cl)C2=O)n1	·	0.8%
CCc1nnc(NC(=O)CSc2ccc(-c3ccc(F)cc3)nn2)s1	-11.1	3.2%
O=C(O)CCC(=O)N1N=C(c2ccccc2)CC1c1ccc2nccnc2c1 (stereo unspecified)	-9.5	0.0%
COc1c2occc2c(OC)c2c(=O)cc(C(F)(F)C(F)(F)F)oc12	·	3.2%
CC1CCN(CCOc2cc(Cl)ccc2Cl)CC1	15.5	-0.9%
N/C(=N\NC(=O)c1ccc(F)cc1)c1cc2ccccc2oc1=O	-12.5	-2.1%
COc1cc(NC(=O)CSCC(=O)Nc2cccc(C(F)(F)F)c2)c(Cl)cc1Cl	-5.9	-2.3%
Cn1cc2cc([N+](=O)[O-])ccc2n1	9.1	0.3%
Cn1c(CNS(=O)(=O)c2ccc(Cl)cc2)n[nH]c1=S	·	0.1%
CCOC(=O)/C=c1\s/c(=C(\C#N)C(=O)NC)n(-c2ccccc2)c1=O	1.9	2.7%
O=C(Cn1nnc(-c2ccccc2NC(=O)c2ccccc2F)n1)NC1CCCC1	-12.7	1.0%
Cc1ccc(NCC(=O)Nc2ccc(Br)cc2)cc1F	9.0	-4.3%
O=C(NCCN1CCCCC1)Nc1ccc(F)c(Cl)c1	-5.2	-0.5%
O=C(CN1CCCCC1)NCCNc1ccc(C(F)(F)F)cc1[N+](=O)[O-]	-13.7	-4.8%
CCOC(=O)c1cc(C(C)(C)C)oc1CN	·	0.0%
C/C=C(\C)C(=O)NCCN1C2=NC[C@H](Cc3ccc(O)cc3)N2C[C@H]1Cc1ccc(O)cc1	·	-2.4%
CCC(C)(NC(=O)c1ccccc1)C(=O)O (stereo unspecified)	-8.9	4.9%
CN1CCS/C1=C\C=C1/SC(=S)N(CC(=O)O)C1=O	5.5	3.0%

# Structural class: the compounds so far with a nitro group on carbon (seven)
compound	RmlCD inh 1536	GlmU inhibition
N/C(Cc1ccc([N+](=O)[O-])cc1)=N\OC(=O)CC1CCCCC1	·	-5.9%
O=c1c2cc([N+](=O)[O-])ccc2nc(CN2CCN(c3ccccn3)CC2)n1-c1ccccc1F	47.7	9.4%
O=[N+]([O-])c1cccc(-c2cc3cccc[n+]3cc2-c2cccc([N+](=O)[O-])c2)c1	10.2	-0.7%
COc1cc(/C=C/C(=O)OCC(=O)Nc2ccc(C)cc2[N+](=O)[O-])ccc1O	11.6	2.9%
CC(Sc1cccc[n+]1[O-])C(=O)Nc1ccc([N+](=O)[O-])cc1Cl (stereo unspecified)	·	-3.1%
Cn1cc2cc([N+](=O)[O-])ccc2n1	9.1	0.3%
O=C(CN1CCCCC1)NCCNc1ccc(C(F)(F)F)cc1[N+](=O)[O-]	-13.7	-4.8%

# Later entries
compound	RmlCD inh 1536	GlmU inhibition
COc1ccc(C2CC(=O)C=C(NNS(=O)(=O)c3ccc(C)cc3)C2)cc1 (stereo unspecified)	35.7	0.5%
COc1ccc(NC(=O)COC(=O)Cc2ccc(-c3ccccc3)cc2)c(OC)c1	6.5	-5.0%
CCOc1ccc(NC(=O)C2CCN(C(=O)NCc3ccccc3)CC2)cc1	3.2	4.9%
CC(C(=O)N1CCC(C(N)=O)CC1)N(c1ccc(Oc2ccccc2)cc1)S(C)(=O)=O (stereo unspecified)	·	-2.4%
O=C(CSc1nc(-c2ccccc2)cc(C(F)(F)F)n1)NCc1cccs1	4.8	1.1%
O=[N+]([O-])C1=CC=C2C(=NC3(CCCCC3)N2O)C1=NC1CCCCC1	6.6	-4.5%
O=C(Cc1ccccc1)O/N=C1\CCCc2ccccc21	22.1	-2.5%
Cc1cc(C(=O)NNC(=O)CCN2CCN(c3ccccc3)CC2)c2ccccc2n1	-12.2	6.1%
OCCNCC1(O)C2CC3CC(C2)CC1C3 (stereo unspecified)	·	-0.4%

# Only part of the results is shown; the hit share may differ from the screen's.
